TAAR1 antagonist = human TAAR1 antagonism | CHO RD-HGA16 TAAR1, Fluo-8 calcium fluorescence, antagonist | Q96RJ0 | 1.5% of 360,000 active | inhibition, % at 3 µM | AID 624466;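 active = inhibition above a per-plate cutoff, the mean inhibition of test compounds on that plate plus 3 SD, cut at about 49% in these data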;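 note: 0% = DMSO plus EC80 beta-PEA response and 100% = DMSO alone without agonist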
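Material: CHO RD-HGA16 cells bearing hTAAR1; compound dosing: one-point dosing, 3 µM nominal final; schedule: dye loading 75 min at 37 °C, then 30 min room temperature; measured by: calcium fluorescence with Fluo-8; control set: vehicle and agonist controls; replication: n of 1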
TAAR1 ag = human TAAR1 agonism; CHO RD-HGA16 TAAR1, Fluo-8 calcium fluorescence; vehicle wells 0%, saturating PEA agonist 100%; Q96RJ0; 0.99% of 360,000 active; AID 624467; activation, % at 3 µM;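 active = activation above the mean activation of all test compounds in the run plus 3 SD, cut at about 38% in these data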
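Test system: RD-HGA16 (CHO) cells co-expressing Gα16 and hTAAR1 / Benchmarks: DMSO vehicle as 0%, PEA at EC100 as 100% / Repeats: no replicates (n 1) / Measure: % activation from peak over basal fluorescence ratio, DMSO-to-PEA scaled / Timing: 17-24 h plating, Fluo-8 75 min 37 °C, 30 min RT / Technique: kinetic Fluo-8 calcium fluorescence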
CHRM1 antagonist = human CHRM1 antagonism; AID 588852; CHO-K1 hM1, Fluo-8 calcium fluorescence, ACh EC80 antagonist; inhibition, % at 3 µM; P11229; 1.3% of 360,000 active;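 active = percent inhibition above its own plate's cutoff, namely the mean of that plate's compound wells plus 3 SD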;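 note: peak over basal fluorescence ratio during 140 s after agonist addition; 0% = ACh EC80 plus DMSO and 100% = DMSO alone without agonist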
Target sequence (P11229 whole entry, looked up): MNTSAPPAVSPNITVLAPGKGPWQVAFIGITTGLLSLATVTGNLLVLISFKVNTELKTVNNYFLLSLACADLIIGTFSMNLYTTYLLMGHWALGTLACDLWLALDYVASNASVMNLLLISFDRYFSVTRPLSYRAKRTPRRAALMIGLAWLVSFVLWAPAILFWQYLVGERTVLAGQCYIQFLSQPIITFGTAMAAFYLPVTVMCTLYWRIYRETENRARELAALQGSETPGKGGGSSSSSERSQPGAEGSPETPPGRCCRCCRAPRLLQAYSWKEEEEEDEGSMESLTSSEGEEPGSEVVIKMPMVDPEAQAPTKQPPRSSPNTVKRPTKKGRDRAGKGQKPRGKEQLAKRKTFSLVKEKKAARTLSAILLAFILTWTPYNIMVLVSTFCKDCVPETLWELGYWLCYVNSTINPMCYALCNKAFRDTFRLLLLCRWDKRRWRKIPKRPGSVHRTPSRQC
CHO parental Ca = counter-screen for OX1R antagonists: effect in parental CHO cells | 0.63% of 330,000 active | parental CHO-K1, ATP-induced calcium, Fluo-8 fluorescence | inhibition, % at 5.6 µM;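 active = inhibition above that plate's mean sample inhibition plus 3 SD, cut at about 26% in these data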;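 note: 0% = ATP-challenged DMSO wells and 100% = DMSO wells without ATP; some compounds past the cut are filed as inactive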
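Assay system: untransfected parental CHO cell line. Also added: ATP agonist challenge. Dosing: one dose, 5.6 µM nominal. Measured by: Fluo-8 fluorescence. Read-out: % inhibition. Benchmarks: ATP wells versus no-ATP DMSO wells. Repeats: no replicates.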
V1R ag counter = counter-screen for oxytocin receptor agonists: human V1a receptor agonists; P37288; 0.25% of 320,000 active; activation, % at 3 µM; CHO-V1R cells, Fluo-8 calcium fluorescence, agonist mode; 0% DMSO, 100% 3 nM vasopressin; AID 2797;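 active = activation above the mean activation of all tested compounds plus 3 SD, per screening run, cut at about 20% in these data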;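 note: signal is peak over basal fluorescence ratio across a 100 second FLIPR read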
OXTR potentiator = potentiates the human oxytocin receptor response; P30559; 0.061% of 320,000 active; AID 2445; CHO-OTR cells, Fluo-8 calcium fluorescence, potentiator mode; 0% = oxytocin EC15, 100% = EC100; activation, % at 3 µM;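 active = activation above that plate's cutoff, the mean activation of tested compounds plus 3 SD, cut at about 6.6% in these data, passing the limit was not always enough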;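 note: 100% uses oxytocin at 75 nM as the full agonist control; some results filed as inactive read as strong as hits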
Target sequence (P30559 whole entry, looked up): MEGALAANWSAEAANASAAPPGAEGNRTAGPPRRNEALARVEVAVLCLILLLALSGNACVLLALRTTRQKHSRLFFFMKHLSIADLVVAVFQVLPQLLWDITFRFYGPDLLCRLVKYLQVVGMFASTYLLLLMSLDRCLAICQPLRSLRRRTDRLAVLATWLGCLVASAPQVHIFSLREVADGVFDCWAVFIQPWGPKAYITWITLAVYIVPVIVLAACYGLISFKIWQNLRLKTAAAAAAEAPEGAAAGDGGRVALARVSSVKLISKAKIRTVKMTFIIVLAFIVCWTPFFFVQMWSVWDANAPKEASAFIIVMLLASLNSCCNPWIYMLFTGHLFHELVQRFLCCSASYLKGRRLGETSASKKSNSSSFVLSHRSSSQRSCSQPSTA
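Assay system: CHO cell line stably expressing human OTR. Reagent: EC15 oxytocin agonist. Dosing: single dose, 3.0 µM nominal final compound concentration. Timing: compound 6 min at room temperature before oxytocin, 100 s read. Signal: kinetic Fluo-8 calcium fluorescence. Controls: oxytocin EC15 low and EC100 high.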
OXTR agonist = activates the human oxytocin receptor | CHO-OTR cells, Fluo-8 calcium fluorescence; normalized: DMSO 0%, oxytocin 100% | activation, % at 3 µM | AID 2435 | P30559 | 0.32% of 320,000 active;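 active = activation above the mean of all tested compounds plus 3 SD, cutoff set per screening run, cut at about 20% in these data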;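 note: peak over basal fluorescence ratio from a 100 s FLIPR kinetic read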
CHRM1 agonist = agonists of human M1 muscarinic receptor | P11229 | CHO-K1 hM1, Fluo-8 calcium fluorescence, agonist mode; 0% DMSO, 100% acetylcholine EC100 | activation, % at 3 µM | 0.33% of 360,000 active | AID 588814;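 active = activation above the run's mean compound activation plus 3 SD, cut at about 16% in these data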;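 note: peak over basal fluorescence ratio within a 140 s kinetic read after compound addition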
CHRM1 PAM = positive allosteric modulators of human M1 muscarinic receptor; 0.088% of 360,000 active; CHO-K1 hM1, Fluo-8 calcium fluorescence, ACh EC20; 0% = ACh EC20, 100% = maximal ACh; P11229; activation, % at 3 µM; in the data active = activation above about 19%, passing the limit was not always enough
The depositor's hits bear a star; · = no result given. Rows are unselected; any-hit rate near 3.7%.

SMILES	TAAR1 antagonist	TAAR1 ag	CHRM1 antagonist	CHO parental Ca	V1R ag counter	OXTR potentiator	OXTR agonist	CHRM1 agonist	CHRM1 PAM
COC(=O)Cc1[nH]nc2c1C1(CCSCC1)C(C#N)=C(N)O2	-21.1	8.5	-3.9	-1.8	-0.3	2.6	0.6	-5.5	2.8
COCCCNC(=O)c1ccc(Cn2c(=O)c3ccccc3n(Cc3ccc(C)cc3)c2=O)cc1	-11.9	13.8	-12.1	-24.7	0.7	-17.6	-1.4	-1.1	8.1
Cc1ccc(NC(=O)c2cnc(SCC(=O)c3ccccc3)n(C)c2=O)cc1	·	·	-8.6	4.2	0.8	-4.3	-0.3	1.2	11.1
CCCN1CNC(=S)N(CCc2ccccc2)C1	-4.9	4.9	-6.3	-9.3	0.5	-3.3	0.5	0.1	18.9
CCNC(=O)COC(=O)c1cc(S(=O)(=O)N2CCCc3ccccc32)ccc1Cl	-12.7	1.6	-20.2	6.5	1.2	-3.7	0.9	-2.0	14.3
BrC(/C=N/Nc1nc(N2CCOCC2)nc(N2CCOCC2)n1)=C/c1ccccc1	1.9	4.0	-2.8	-13.7	0.1	-25.5	-0.6	-2.9	3.7
Cc1cc2c(cc1C)N(CC(=O)N1CCCC1)C(=O)CC(c1ccccc1)=N2	-10.5	5.6	-11.6	-23.2	0.1	0.9	-0.4	-0.5	13.6
Cc1cc(C)c2nc(N(CCCN(C)C)C(=O)C3=COCCO3)sc2c1	-0.1	8.1	10.2	-3.7	0.1	-7.4	2.6	-3.3	-3.3
O=C(COc1ccccc1Cc1ccccc1)Nc1cccnc1	8.6	3.6	-1.7	-18.0	5.5	-8.2	2.5	0.3	0.4
NC(=O)CSc1nc2ccccc2nc1SCC(N)=O	8.9	0.8	-0.9	16.3	0.7	-1.9	-0.2	-0.6	2.3
O=C1NC(=S)S/C1=C\c1coc2ccccc2c1=O	-7.3	-0.4	-12.7	-14.6	4.9	-11.0	1.9	1.3	4.7
O=C1c2cccnc2C(=O)N1Cc1ccccc1	-6.2	4.5	-15.6	-0.5	0.7	-5.0	0.5	-1.5	7.7
Cc1csc(=O)n1CC(=O)OCc1cccc2ccccc12	15.6	6.4	4.3	-23.1	-1.2	-15.2	-2.3	-5.0	1.9
COC(=O)c1c(C)oc(C)c(C(=O)OC)c1=O	-19.5	1.7	-2.8	4.2	0.4	-3.0	-0.8	-0.4	8.6
COc1cc2c(cc1NC(=O)CSc1nccn1C)oc1ccccc12	-7.8	4.6	-8.9	-4.6	-0.1	-13.6	-0.7	-5.7	11.6
Cc1[nH]c2ccc(C(=O)OC(C)C(=O)NCc3ccccc3)cc2c1C (stereo not drawn)	-17.1	-2.6	2.7	-26.7	-0.7	-8.3	-1.3	-5.5	-3.4
COc1ccc(-c2cc(C(=O)OCC(=O)NC(C)C)c3ccccc3n2)cc1	12.6	4.8	1.1	-9.1	0.4	-16.2	-1.0	-5.8	-1.5
CCOc1ccc(/C=C2/Sc3ccc(C(=O)NCC4CCCO4)cc3N(C)C2=O)cc1OC (stereo not drawn)	2.9	4.5	-9.1	-29.2	3.7	-3.9	1.7	-1.5	3.9
CC(C)Oc1cccc(C(=O)C2CCCN(Cc3cnc(N4CCCC4)s3)C2)c1 (stereo not drawn)	-25.7	31.3	2.3	-15.9	0.0	2.6	-0.9	-13.6	-12.3
Nn1c(SCc2ccccn2)nncc1=O	-15.9	0.4	-1.4	1.2	0.8	-4.2	0.8	0.3	5.3
COc1ccc2c(C)c(C(=O)O)oc2c1	-1.9	6.3	-9.3	-7.9	-0.6	-16.2	0.2	-1.6	12.5
COc1ccc(N2C(N)=NC(N)=NC2(C)C)cc1	-4.5	0.8	-6.3	1.2	2.4	-10.3	0.1	-5.6	4.2
O=S1(=O)CC2NC(=S)N(c3cccc(Br)c3)C2C1 (stereo not drawn)	-10.8	2.3	-2.3	-3.5	2.8	-7.2	0.4	-2.9	4.7
COc1ccc(CCNC(=O)c2c(C)nc3ccccn23)cc1OC	-20.5	0.9	-3.3	-13.0	0.0	-10.3	-1.6	-3.5	5.8
CC(=O)c1cc(CCC(=O)NC2CCCCCC2)oc1C	-4.6	-4.0	-9.2	-5.9	0.2	-4.6	0.9	-1.1	22.0
COc1ccccc1C(=O)Nc1ccc(NC(=O)C2CCCCC2)nc1	11.1	-0.3	-13.9	-1.0	-0.3	-7.6	0.4	-1.4	2.1
CC(=O)Nc1ccc(SCC(=O)Nc2cc(C)on2)cc1	-21.0	0.4	-7.6	-3.1	0.1	-1.9	-0.1	-3.2	7.0
Cc1cnc([N+](=O)[O-])n1CCOC(=O)c1cccc(F)c1	8.1	1.4	-13.1	2.9	0.8	-4.7	0.5	-1.4	15.3
Cc1cc(=O)n2nc(N3CCC(C(=O)NCc4cccnc4)CC3)sc2n1	5.3	12.6	2.4	-6.6	0.8	-8.9	1.5	-5.0	-1.6
COc1ccc(Cl)cc1N1C(=O)C2CCCN2C1c1sccc1C (stereo not drawn)	1.9	-0.5	-1.6	-18.6	-1.2	-10.3	0.4	-3.2	0.9
N#CCCn1nc(-c2ccccc2)cc1Nc1ccccc1NC(=O)c1cccs1	12.6	6.2	3.4	-8.0	4.1	-7.2	4.1	-1.3	-0.4
Fc1ccc2[nH]c3c(Cl)ncnc3c2c1	2.7	4.2	-0.6	-3.9	0.1	6.9	0.5	-4.1	7.8
CCC1CCCCN1CCCNC(=O)C1CCCN(c2ncnc3c2nc2n3CCCCC2)C1 (stereo not drawn)	3.6	-0.3	16.3	-26.9	0.8	-17.3	-1.0	-5.8	-12.8
c1cc2cc(-c3c(-c4ccc5c(c4)OCO5)noc3-c3ccsc3)ccc2[nH]1	3.2	4.2	-2.8	-1.6	0.8	-14.9	-0.4	-6.0	-2.9
COc1cc(CC(=O)NCCc2ccc(S(N)(=O)=O)cc2)cc(OC)c1OC	14.4	4.8	-6.0	-6.9	0.1	-4.2	0.8	-0.9	9.5
Cc1ccc(C(=O)NNC(=O)OC(C)(C)C)c(Cl)c1	-24.3	-3.1	-7.0	-0.7	0.1	-9.9	0.2	-3.3	6.8
COC(=O)c1ccc(/C=N/NC(=S)NC(C)C)cc1	-9.0	-0.2	-19.0	-12.2	-0.5	-5.2	-2.2	-1.3	13.0
c1cc2ccc3ccc(CN4CCOCC4)c4ccc(c1)c2c34	-17.1	7.4	0.6	-18.6	-0.4	-0.2	-2.0	-6.4	-0.4
CCOC(=O)C1(CCCc2ccccc2)CCN(C(=O)CCn2cncn2)CC1	23.6	1.0	4.7	-6.4	1.1	-5.1	3.8	-6.9	-8.0
COc1ccc(NC(=O)c2ccc(=O)[nH]c2)cc1S(=O)(=O)N1CCOCC1	-25.8	0.8	-7.3	·	·	·	·	-1.3	4.1
COc1ccc(C(CC(=O)Nc2ccccn2)N2Cc3ccccc3C2=O)cc1 (stereo not drawn)	-2.5	2.3	-8.1	-8.1	1.0	-1.9	0.0	-2.7	7.1
FC(F)(F)Oc1ccccc1-c1nnc(-c2cccc(C(F)(F)F)c2)o1	-27.5	-1.5	-6.4	-3.2	-0.3	-4.4	-1.5	0.0	2.0
Cc1nnc(SCC(=O)NCC(=O)Nc2ccc(F)c(F)c2F)n1N	-35.6	12.7	0.2	-6.2	0.0	-2.6	0.2	1.4	2.7
Oc1ccc(N=Nc2ccccc2)cc1	-0.1	-0.7	1.7	14.3	2.2	-9.3	1.4	0.8	-0.7
CC1(C)CC(CCNC(=O)CCl)(c2ccccc2)CCO1 (stereo not drawn)	-50.4	2.0	-8.4	-6.6	-0.6	-5.0	1.9	-0.4	7.4
CN(CC(=O)Nc1c(Cl)cccc1Cl)C(=O)c1cccc(-n2cccc2)c1	-0.4	2.6	-2.6	-7.7	-1.6	-4.5	-2.1	-3.4	1.8
CCCCOc1c(Cl)cc(C(=O)N(C)CC(=O)Nc2ccc(N3CCOCC3)cc2)cc1OCC	-8.9	5.0	-6.3	-13.4	0.5	4.7	-0.1	0.8	9.3
C/C(NCCN1CCOCC1)=C(\C#N)C(N)=O	11.8	14.8	-7.2	-7.8	0.2	-10.0	0.5	-2.7	9.3
c1ccc(-c2nc(C3CCCCC3)c3sccc3n2)cc1	-28.4	8.8	16.5	-11.4	-0.8	3.4	-1.6	1.7	-4.9
Cc1ccc(S(=O)(=O)/N=C(\CSC(N)=O)Nc2ccccc2)cc1	-1.6	3.2	4.2	17.0	-0.1	-14.3	-0.7	-1.0	1.6
COC(=O)c1sc(NC(=O)c2ccncc2)nc1C	-23.0	4.9	-0.4	6.6	0.8	-10.4	-0.3	-1.3	2.8
C/C(CC(=O)NCc1ccc(Cl)cc1)=N\NC(=O)Cc1ccccc1	-18.4	18.4	0.7	-11.3	-0.1	-3.7	-2.0	-9.7	-4.5

Arranged by SMILES length (descending): part of the list above.
SMILES	TAAR1 antagonist	TAAR1 ag	CHRM1 antagonist	CHO parental Ca	V1R ag counter	OXTR potentiator	OXTR agonist	CHRM1 agonist	CHRM1 PAM
CCOc1ccc(/C=C2/Sc3ccc(C(=O)NCC4CCCO4)cc3N(C)C2=O)cc1OC (stereo not drawn)	2.9	4.5	-9.1	-29.2	3.7	-3.9	1.7	-1.5	3.9
FC(F)(F)Oc1ccccc1-c1nnc(-c2cccc(C(F)(F)F)c2)o1	-27.5	-1.5	-6.4	-3.2	-0.3	-4.4	-1.5	0.0	2.0
Cc1[nH]c2ccc(C(=O)OC(C)C(=O)NCc3ccccc3)cc2c1C (stereo not drawn)	-17.1	-2.6	2.7	-26.7	-0.7	-8.3	-1.3	-5.5	-3.4
c1cc2ccc3ccc(CN4CCOCC4)c4ccc(c1)c2c34	-17.1	7.4	0.6	-18.6	-0.4	-0.2	-2.0	-6.4	-0.4
CC1(C)CC(CCNC(=O)CCl)(c2ccccc2)CCO1 (stereo not drawn)	-50.4	2.0	-8.4	-6.6	-0.6	-5.0	1.9	-0.4	7.4
COC(=O)c1ccc(/C=N/NC(=S)NC(C)C)cc1	-9.0	-0.2	-19.0	-12.2	-0.5	-5.2	-2.2	-1.3	13.0
COc1ccc(N2C(N)=NC(N)=NC2(C)C)cc1	-4.5	0.8	-6.3	1.2	2.4	-10.3	0.1	-5.6	4.2
C/C(NCCN1CCOCC1)=C(\C#N)C(N)=O	11.8	14.8	-7.2	-7.8	0.2	-10.0	0.5	-2.7	9.3

Source: PubChem
